ADAM10 inh = inhibits human ADAM10. O14672. recombinant ADAM10, EDANS/DABCYL FRET peptide cleavage, 3 h. inhibition, % at 7 µM. actives 0.62% (n = 370,000);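 active means inhibition above a per-campaign cutoff equal to the mean of compounds falling between control-based bounds plus 3 SD, cut at about 20% in these data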;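 further: 0% = DMSO wells while the 100% control is not disclosed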
Target sequence (O14672 214-748 limits assumed): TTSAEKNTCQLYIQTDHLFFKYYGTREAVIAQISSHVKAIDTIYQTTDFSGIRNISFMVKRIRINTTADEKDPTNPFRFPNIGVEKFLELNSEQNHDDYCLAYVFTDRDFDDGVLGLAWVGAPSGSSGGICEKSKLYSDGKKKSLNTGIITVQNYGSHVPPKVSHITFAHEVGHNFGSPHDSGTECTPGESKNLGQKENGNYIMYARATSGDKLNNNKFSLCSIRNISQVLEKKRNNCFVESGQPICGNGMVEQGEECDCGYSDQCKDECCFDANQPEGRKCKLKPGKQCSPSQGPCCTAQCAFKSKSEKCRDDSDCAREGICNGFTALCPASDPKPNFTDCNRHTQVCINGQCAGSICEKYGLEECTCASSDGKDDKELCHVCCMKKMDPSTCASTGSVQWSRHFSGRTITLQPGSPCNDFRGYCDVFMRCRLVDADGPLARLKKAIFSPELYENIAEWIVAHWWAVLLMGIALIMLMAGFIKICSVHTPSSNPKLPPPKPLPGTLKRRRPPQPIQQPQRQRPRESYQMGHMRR
ADAM17 inh = inhibitors of human ADAM17 | recombinant ADAM17, EDANS/DABCYL FRET peptide cleavage | inhibition, % at 6.95 µM | actives 0.83% (n = 370,000);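 active means inhibition above the mean of compounds lying between control limits plus 3 SD, set per campaign, cut at about 8.5% in these data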;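 further: 0% = DMSO-only wells as the low control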
DAX1 inh-1 = NR0B1 (DAX1) inhibition; inhibition, % at 6.75 µM; AID 504766; P51843; actives 0.99% (n = 340,000); HEK293 Gal4-DAX1 luciferase reporter, luminescence;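 active means inhibition above the mean over all tested compounds plus 3 SD, cut at about 4.2% in these data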;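 further: 0% = DAX1-transfected cells with DMSO and 100% = empty-vector control cells with DMSO; inhibition shows as a rise in luminescence from relieved DAX1 repression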
Target sequence (P51843 207-470 limits assumed): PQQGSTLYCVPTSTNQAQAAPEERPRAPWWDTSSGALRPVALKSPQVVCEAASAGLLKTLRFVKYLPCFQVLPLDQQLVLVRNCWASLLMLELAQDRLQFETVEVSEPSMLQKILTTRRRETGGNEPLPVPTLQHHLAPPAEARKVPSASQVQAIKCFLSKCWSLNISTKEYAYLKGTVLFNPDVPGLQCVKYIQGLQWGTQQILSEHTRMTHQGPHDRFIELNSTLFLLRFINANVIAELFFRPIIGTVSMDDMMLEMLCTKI
DAX1 inh-2 = blocks DAX1 repression of SF-1 activated StAR promoter. HEK293T StAR-luciferase reporter, SF-1/DAX-1 repression relief. actives 1.1% (n = 370,000). inhibition, % at 6.8 µM. AID 652010;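 active means inhibition above the mean over all tested compounds plus 3 SD, cut at about 3.6% in these data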;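 further: 0% = DAX-1 cells with DMSO and 100% = cells lacking DAX-1 with DMSO; higher inhibition means more luminescence from relief of DAX-1 repression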
SMARCA2 act = increases SMARCA2 function in MMTV reporter cells. actives 1% (n = 370,000). activation, % at 9.1 µM. MG213 cells, MMTV-luciferase reporter, dexamethasone, overnight. AID 652017; in the data active means activation above about 7.8%;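 further: 0% = vehicle wells and 100% = reference activator wells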
hgDAF-12 ag = activates the H. glycines DAF-12 receptor ligand-binding domain; actives 1.8% (n = 370,000); activation, % at 6.8 µM; HEK293 GAL4-hgDAF12 UAS-luciferase reporter, agonist luminescence; normalized to butyrate control; AID 687014;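 active means activation above a cutoff set at the mean of all screened compounds plus 3 SD, cut at about 10% in these data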;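 further: 0% = DMSO wells and 100% = sodium butyrate wells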
hcDAF-12 act = H. contortus DAF-12 activation, primary screen. actives 1.4% (n = 370,000). HEK293 hcDAF-12 lit1-tk-luc reporter, luminescence; 0% DMSO, 100% Δ7-dafachronic acid. activation, % at 6.8 µM. AID 652067;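 active means activation above the mean of all tested compounds plus 3 SD, cut at about 5.5% in these data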;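 further: 100% = response to 3 µM Δ7-dafachronic acid high control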
ssDAF12 agonist = activators of S. stercoralis DAF-12 nuclear receptor; HEK293 ssDAF-12/GRIP1 lit1-tk-luc reporter, luminescence; % of 3 µM dafachronic acid response; activation, % at 6.8 µM; AID 652126; actives 1% (n = 370,000);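 active means activation above the mean over all tested compounds plus 3 SD, cut at about 0.9% in these data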;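 further: 0% = DMSO-only wells and 100% = 3 µM delta7-dafachronic acid wells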
PG9 Ab binder = PG9 antibody binding by small molecule; TR-FRET gp120-PG9 antibody binding; inhibition, % at 6.7 µM; actives 0.43% (n = 360,000); AID 624416; in the data active means inhibition above about 8.5%
GAA850 FXN act = activators of GAA850 frataxin (FXN) promoter; activation, % at 6 µM; actives 0.56% (n = 360,000); HEK293 lucGAA850 FXN promoter luciferase reporter, 24 h; percent of 10 µM SAHA response;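 active means activation above the average of all compounds screened plus 3 SD, cutoff fixed separately per campaign, cut at about 7.5% in these data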;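 further: 0% = DMSO wells and 100% = 10 µM SAHA wells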
GC-A act = GC-A (human) enzyme activation | HEK293 GC-A cells, cGMP TR-FRET, EC30 ANP; 0% at EC30 ANP, 100% saturating ANP | activation, % at 10 µM | actives 0.14% (n = 370,000) | AID 1671463; in the data active means activation above about 40%
The depositor's hits bear a star; · = no result given. Compounds as they come; 6.8% or so of the library scored in one or more.

SMILES	ADAM10 inh	ADAM17 inh	DAX1 inh-1	DAX1 inh-2	SMARCA2 act	hgDAF-12 ag	hcDAF-12 act	ssDAF12 agonist	PG9 Ab binder	GAA850 FXN act	GC-A act
Cc1cccc(-c2nn(-c3ccccc3)cc2C(=O)N(C)CC(=O)Nc2ccc(N3CCOCC3)cc2)c1	-7	0	-0.8	1.4	0	3.4	1.1	-0.5	-0.3	2.2	-2
Cc1ccc(C)c(-n2c(C)cc(/C=N/NC(=O)c3c(C)nc4cc(C)ccn34)c2C)c1	-9	-4	-1.0	-0.7	-3	0.8	-0.7	-1.1	-2.3	0.1	-1
COc1ccc(S[C@]2(C(=O)N3CCN(C(C)=O)CC3)CC(=O)N(S(=O)(=O)c3ccc(F)cc3)[C@@H]2c2ccc(OC)cc2)cc1	13	6	·	-1.9	-2	1.4	-1.4	-1.6	·	·	3
COc1ccc(Cl)cc1NS(=O)(=O)c1ccc(S(=O)(=O)N2CCCC2)cc1	20*	2	-0.2	0.1	1	-0.9	-0.9	0.2	-1.1	-1.8	-5
CC1=CC(C)(C)N2C(=O)C(=O)c3cc(OC(=O)c4ccco4)cc1c32	0	0	·	-1.2	-2	0.8	-0.3	-0.6	-6.6	1.8	-7
Cc1csc(SCC(=O)Nc2ncc(Cl)c(C)c2Cl)n1	5	0	-0.2	0.5	-3	-0.4	0.3	-1.3	0.5	-1.8	0
O=[N+]([O-])c1ccc(Cl)cc1CNc1ccc(F)c(F)c1	-4	-3	-0.7	0.0	-1	1.6	2.5	-0.4	1.1	1.2	-1
COc1ccccc1NC(=O)c1cc(C(=O)O)ccc1C(=O)O	-2	-4	0.9	0.4	-3	1.4	-1.0	-0.9	0.7	-0.7	-1
CC1=C(C(=O)N(C(C)C)C(C)C)CC(CC(=O)NCCCN(C)C)C(=O)N1Cc1ccc(F)cc1 (configuration not stated)	0	-3	·	0.4	-1	-2.3	0.4	-1.2	-0.5	·	1
Cc1snc2sc(C(=O)c3ccc(F)cc3)c(N)c12	-1	0	0.6	0.3	5	3.3	-0.6	-0.4	1.0	2.9	-5
CCN(C(=O)COC(=O)c1cc(=O)[nH]c2ccccc12)C1CCS(=O)(=O)C1 (configuration not stated)	-321	-87	0.0	0.7	-5	5.1	-0.5	0.5	2.2	0.0	4
Nc1ccc(C(=O)N2CCN(S(=O)(=O)c3ccc(Br)cc3)CC2)cc1[N+](=O)[O-]	-7	-1	-0.1	-1.7	-2	-1.6	-1.9	-1.2	-0.4	1.4	-2
C[C@@H]1CN([C@H](C)CO)S(=O)(=O)c2ccc(C#CCN(C)C)cc2O[C@@H]1CN(C)Cc1ccccc1F	-5	2	1.1	-0.6	2	-1.5	-0.2	-0.9	0.2	-1.4	2
CCCCn1c(N)c(N(CC)C(=O)CSc2nnnn2-c2cc(C)ccc2C)c(=O)[nH]c1=O	1	4	-1.2	-0.3	-3	-1.2	-0.3	-1.0	1.0	-0.7	0
CCCCNC(=O)c1nc(C2CCNCC2)oc1-c1cccc(C(F)(F)F)c1	-4	-4	·	-0.3	-4	-1.5	-0.7	-0.6	-2.5	·	-1
OCCOc1ccc(CN2CCN(CCCc3ccccc3)C(CCO)C2)cc1 (configuration not stated)	0	-3	2.3	0.5	6	-1.3	-1.1	-0.6	-2.4	0.7	2
O=C(O)CC(CC(=O)O)n1cccc1	-12	-1	1.9	-0.8	-3	-2.4	0.4	-0.2	-0.9	-2.4	-2
CSc1ccccc1NC(=O)c1ccccc1C	-6	-1	-0.5	-0.2	-3	-1.2	0.1	-1.4	-1.9	1.2	6
COc1ccc(Cl)cc1NC(=O)COc1ccc(S(=O)(=O)N2CCOCC2)cc1C	2	-5	0.6	-0.1	-2	-1.2	-3.0	-1.2	-0.6	-0.8	0
Cc1ccc2oc(=O)n(Cc3ccccc3OC(C)C)c2c1	-3	0	-0.9	-0.2	0	-2.4	-2.0	-1.6	-1.4	-2.1	-10
CCCCNC(=O)C1(C)CCN1Cc1cccc2c(OC)cc(C(=O)OCC)cc12 (configuration not stated)	-19	-1	·	-2.6	-5	0.8	-2.1	-1.6	-0.9	0.2	-16
Clc1ccc(CNCCCSc2ncccn2)cc1Cl	17	2	0.2	-0.1	2	-1.5	0.5	-1.2	0.1	1.8	-7
COc1ccc(NC(=O)CC2Sc3ncnn3C2=O)cc1 (configuration not stated)	-9	-3	0.7	2.2	0	2.2	-1.7	-1.2	0.4	-0.7	2
O=C(c1ccc(N2CCCCC2)c([N+](=O)[O-])c1)N1CCN(S(=O)(=O)c2ccccc2)CC1	-2	7	-1.6	-1.3	1	-1.6	-1.2	-0.6	-1.7	-0.7	-1
Cc1cc(C)cc(NS(=O)(=O)c2cccs2)c1	9	2	-0.5	-0.3	2	-0.3	0.8	-0.3	-0.6	-0.9	-2
COc1ccc(/C=C/C(=O)NCc2ccccn2)cc1OC	-55	-18	1.3	-0.1	-2	0.6	-0.7	-1.4	-2.5	2.1	-1
CC(C)CNS(=O)(=O)c1ccc(OCC(=O)Nc2ccc3c(c2)OCO3)c(Cl)c1	-2	0	-0.4	-1.5	-2	-0.5	-2.1	-1.5	1.7	1.1	0
Cc1cc(NS(=O)(=O)c2ccc(NC(=O)CSc3nnc(-c4ccco4)n3-c3ccc(Cl)cc3)cc2)nc(C)n1	-5	-1	·	-0.2	-8	1.8	-2.2	0.1	·	·	-2
CCN1CCN(CCCNC(=O)c2ccc(CS(=O)c3ccc(Br)cc3)o2)CC1 (configuration not stated)	2	-8	0.5	0.1	0	1.2	-0.6	-1.3	-0.3	-0.3	0
Cn1c(=O)c2c(nc(CN3CCN(Cc4ccccc4)CC3)n2Cc2ccc(Cl)cc2)n(C)c1=O	-6	0	0.8	-0.6	-1	5.4	-0.2	-0.6	-2.3	-2.7	-4
CC(=O)c1cc2c(cc1NC(=O)c1ccco1)OCCO2	-27	-8	0.3	-0.4	3	4.4	0.7	-0.3	-0.8	2.8	2
COc1ccc(S(=O)(=O)N2CCOC2CNC(=O)C(=O)NCc2ccncc2)cc1OC (configuration not stated)	11	0	0.1	1.0	-1	-0.2	0.8	-1.3	-0.5	2.0	0
O=C(c1ccc2c(c1)OCO2)N1CCN(c2ccccc2)CC1	3	-1	0.7	0.1	0	3.3	-2.2	-1.2	-1.5	-1.1	0
O=C(NCc1ccccc1F)c1ccc(S(=O)(=O)N2CCCCCC2)cc1	-1	4	-0.8	-2.3	3	2.6	-1.7	-1.3	-2.9	0.0	2
CC[C@]12c3[nH]c4ccccc4c3CCN1C(=O)C(CC(=O)NCC13CC4CC(CC(C4)C1)C3)C[C@@H]2C(=O)N1CCN(C(=O)c2ccco2)CC1 (some centres not stated)	-12	4	-0.8	0.6	-5	0.9	-1.6	-1.5	-1.8	0.6	-3
CCN(CC)C(=O)C1CCCN(Cc2ccccc2)C1 (configuration not stated)	-12	-3	0.4	0.0	0	-0.1	-0.4	-1.2	0.7	0.4	-2
Cc1[nH]c2ccccc2c1SCc1nnc(SCc2ccccc2)n1C	0	2	-1.5	0.1	1	-1.6	-1.9	-1.4	-1.7	0.3	3
Cc1nc(-c2ccc(S(=O)(=O)Nc3ccc(S(N)(=O)=O)cc3)cc2)co1	1	-3	1.0	-0.1	-3	0.9	-0.3	-1.2	0.3	2.3	5
OCC(O)/C=N/Nc1nc(N2CCCCC2)nc(N2CCCCC2)n1 (configuration not stated)	1	-1	1.5	0.6	0	-0.2	-1.6	-1.1	-1.6	1.2	1
O=C(NCc1ccccc1Cl)C1CCN(S(=O)(=O)c2ccc(-n3cnnn3)cc2)CC1	-7	-1	-1.3	-0.1	-3	0.3	-3.0	-1.1	0.9	0.9	-4
CCCOc1ccc(N2C(=O)CC(N3CCN(c4ccccc4OC)CC3)C2=O)cc1 (configuration not stated)	2	3	0.4	-0.4	0	-2.3	-1.8	-1.4	1.4	1.0	1
Cc1ccc(NC(=O)c2c(-c3c(F)cccc3Cl)noc2C)cc1F	-9	2	1.4	-0.4	-3	-0.9	-1.5	-0.5	0.6	-1.3	3
O=c1c2sccc2n(Cc2cc(=O)n3ccccc3n2)c(=O)n1-c1ccccc1	-94	-28	-1.4	0.3	4	-1.7	-1.4	-1.5	1.3	-0.8	0
COc1ccccc1N1C(=O)C2CCC(c3ccccc3)CC2C1=O (configuration not stated)	1	0	-1.3	0.2	-1	0.9	-1.6	-1.1	-0.7	-1.9	6
Cc1ccc(SCC(=O)OC(C)C(=O)N2CCc3ccccc32)cc1 (configuration not stated)	-3	-1	-0.2	-0.3	-2	-3.3	0.3	-1.5	0.8	0.1	1
COc1ccc(S(=O)(=O)N2CCN(C(=O)c3ccc(=O)[nH]n3)CC2)cc1OC	-1	-2	7.5*	0.4	-2	0.7	-0.2	-0.1	-0.2	1.3	6
CC(=O)Oc1ccc(N2C(=O)C3C4C=CC(CO)(O4)C3C2=O)cc1 (configuration not stated)	-9	-3	0.9	0.1	2	0.7	0.0	-1.1	-0.8	-1.7	7
CCOc1ccc(C(C)=O)cc1COC(=O)C(C)N=C1NS(=O)(=O)c2ccccc21 (configuration not stated)	7	-5	1.6	0.2	0	-0.2	-0.6	-1.2	-0.8	0.5	-7
COc1cccc(N=c2oc3ccc(OC)cc3cc2-c2nc3ccccc3[nH]2)c1	-124	-42	2.3	4.7*	8.3*	16*	15*	3.6*	-0.9	3.9	-1
CCOC(=O)c1cc(NC(=O)CSCCO)ccc1Cl	9	3	0.2	-0.5	-3	-0.6	-0.5	-0.9	-1.1	-1.1	-3
(further entries)
SMILES	ADAM10 inh	ADAM17 inh	DAX1 inh-1	DAX1 inh-2	SMARCA2 act	hgDAF-12 ag	hcDAF-12 act	ssDAF12 agonist	PG9 Ab binder	GAA850 FXN act	GC-A act
CC(=O)Nc1ccc(S(=O)(=O)NCC2(N3CCOCC3)CCCCC2)cc1	-8	0	-0.4	-1.0	-1	1.9	-0.9	-0.7	-0.7	1.3	-1
CCCCN=C1CC(C)(C)CC(=O)/C1=C(/O)CCC	11	-3	0.1	0.4	-3	-2.2	0.1	-1.4	0.2	1.3	-4
O=C(CCc1ccc(S(=O)(=O)N2CCOCC2)cc1)N1CCc2ccccc2C1	1	1	0.0	0.4	-1	-4.8	1.0	-0.4	0.1	-0.5	1
Cc1cccnc1NC(=O)CCCNC(=O)c1ccc(Cl)cc1	0	-3	0.0	0.8	-3	-1.8	-1.4	-0.4	-2.0	0.9	4
N=C1C(c2ccccc2)=C(O)CN1c1cccc(S(=O)(=O)NCc2ccco2)c1	-4	-4	2.8	0.4	-2	1.5	-1.6	-1.8	-1.7	0.9	1
CCNC(=O)NC(=O)COC(=O)CNC(=O)COc1ccccc1	-4	-2	-1.3	0.0	-1	0.3	-0.4	-1.0	0.9	1.5	-6

Screening results deposited in PubChem by several laboratories.
